Mtb BioA inh – blocks M. tuberculosis BioA enzyme activity | purified M. tuberculosis BioA enzyme, plate reader | inhibition, % at 9.99 µM | hit rate 0.096% among 360,000 | AID 602481; in the data active = inhibition above about 40%
Numbers without * were called inactive.

SMILES	Mtb BioA inh
CC=Cc1ccc2n(c1=O)C[C@H]1[C@H](CO)[C@@H](C(=O)N3CCc4ccccc4C3)N(C(=O)C3CCC3)[C@@H]21 (mixture of isomers)	0.6
Cc1ccc(-c2ccc([C@H]3[C@H](CO)N4CCCCN(C(=O)c5ccncc5)C[C@@H]34)cc2)cc1	2.9
CCC(=O)N(C)C[C@@H]1Oc2ncc(C#CCc3ccccc3)cc2C(=O)N([C@@H](C)CO)C[C@@H]1C	9.0
O=S(=O)(NC[C@H]1N[C@@H](CO)[C@H]1c1ccc(C2=CCCC2)cc1)c1ccccc1	-4.6
C[C@H](CO)N1C[C@H](C)[C@H](CN(C)Cc2ccc(Cl)c(Cl)c2)Oc2c(NC(=O)Nc3cccc4ccccc34)cccc2C1=O	-0.2
O=C(N[C@@H]1CC[C@H](CCNC(=O)c2ccccc2F)O[C@H]1CO)c1ccc2c(c1)OCO2	0.0
C[C@H]1CN([C@@H](C)CO)C(=O)c2ccccc2-c2ccccc2CO[C@H]1CN(C)S(=O)(=O)c1cccs1	-1.2
CCC(=O)Nc1ccc2c(c1)C(=O)N(C)C[C@H](OC)[C@H](C)CN(C(=O)c1ccccn1)[C@H](C)CO2	-2.8
COC(=O)C[C@@H]1CC[C@H]2[C@@H](COc3ccc(NC(=O)Cc4cccs4)cc3C(=O)N2C)O1	0.6
COc1ccc(NC(=O)Nc2ccc3c(c2)C(=O)N([C@H](C)CO)C[C@H](C)[C@@H](CN(C)Cc2ccc(C(F)(F)F)cc2)O3)cc1	0.0
C[C@@H]1CN([C@@H](C)CO)C(=O)Cc2cc(NC(=O)C3CCCCC3)ccc2O[C@@H]1CN(C)S(=O)(=O)c1ccccc1	2.5
C[C@H](CO)N1C[C@H](C)[C@@H](CN(C)C(=O)CC2CC2)Oc2cc(C#CCN(C)C)ccc2S1(=O)=O	-0.8
O=C(Nc1ccc(C(F)(F)F)cc1)N[C@H]1CC[C@@H](CCNC(=O)c2ccccc2F)O[C@H]1CO	2.4
CN(C)C(=O)c1cccc(-c2ccc([C@@H]3[C@@H](CO)N4CCCCN(S(C)(=O)=O)C[C@@H]34)cc2)c1	4.9
COc1ccc(S(=O)(=O)N(C)C[C@H]2Oc3c(NS(=O)(=O)c4ccc(Cl)cc4)cccc3C(=O)N([C@@H](C)CO)C[C@H]2C)cc1	-5.8

11 entries from above, comma-delimited:
Structure,Mtb BioA inh
CC=Cc1ccc2n(c1=O)C[C@H]1[C@H](CO)[C@@H](C(=O)N3CCc4ccccc4C3)N(C(=O)C3CCC3)[C@@H]21 (mixture of isomers),0.6
Cc1ccc(-c2ccc([C@H]3[C@H](CO)N4CCCCN(C(=O)c5ccncc5)C[C@@H]34)cc2)cc1,2.9
CCC(=O)N(C)C[C@@H]1Oc2ncc(C#CCc3ccccc3)cc2C(=O)N([C@@H](C)CO)C[C@@H]1C,9.0
O=S(=O)(NC[C@H]1N[C@@H](CO)[C@H]1c1ccc(C2=CCCC2)cc1)c1ccccc1,-4.6
C[C@H](CO)N1C[C@H](C)[C@H](CN(C)Cc2ccc(Cl)c(Cl)c2)Oc2c(NC(=O)Nc3cccc4ccccc34)cccc2C1=O,-0.2
O=C(N[C@@H]1CC[C@H](CCNC(=O)c2ccccc2F)O[C@H]1CO)c1ccc2c(c1)OCO2,0.0
C[C@H]1CN([C@@H](C)CO)C(=O)c2ccccc2-c2ccccc2CO[C@H]1CN(C)S(=O)(=O)c1cccs1,-1.2
CCC(=O)Nc1ccc2c(c1)C(=O)N(C)C[C@H](OC)[C@H](C)CN(C(=O)c1ccccn1)[C@H](C)CO2,-2.8
COC(=O)C[C@@H]1CC[C@H]2[C@@H](COc3ccc(NC(=O)Cc4cccs4)cc3C(=O)N2C)O1,0.6
COc1ccc(NC(=O)Nc2ccc3c(c2)C(=O)N([C@H](C)CO)C[C@H](C)[C@@H](CN(C)Cc2ccc(C(F)(F)F)cc2)O3)cc1,0.0
C[C@@H]1CN([C@@H](C)CO)C(=O)Cc2cc(NC(=O)C3CCCCC3)ccc2O[C@@H]1CN(C)S(=O)(=O)c1ccccc1,2.5

(cont.)
SMILES	Mtb BioA inh
Cc1noc(C)c1NC(=O)N(C)C[C@@H]1Oc2ccc(NC(=O)Nc3ccc(C(F)(F)F)cc3)cc2C(=O)N([C@@H](C)CO)C[C@@H]1C	1.2
C[C@@H]1CCCCO[C@@H](CN(C)C(=O)Nc2ccc(C(F)(F)F)cc2)[C@@H](C)CN([C@H](C)CO)C(=O)c2cc(NS(C)(=O)=O)ccc2O1	-1.8
C[C@@H]1CN([C@H](C)CO)C(=O)c2cccc(NC(=O)Nc3ccc4c(c3)OCO4)c2O[C@@H]1CN(C)C(=O)Nc1ccccc1	-1.1
COc1ccccc1-c1ccc2c(c1)O[C@@H](CN(C)CC1CCOCC1)[C@H](C)CN([C@@H](C)CO)S2(=O)=O	0.0
C[C@H]1CN([C@@H](C)CO)C(=O)Cc2cc(NS(=O)(=O)c3ccccc3)ccc2O[C@@H]1CN(C)C(=O)NC1CCCCC1	-0.7
COc1ccc(S(=O)(=O)Nc2cccc3c2O[C@@H](CN(C)Cc2ccc(C(F)(F)F)cc2)[C@H](C)CN([C@H](C)CO)C3=O)cc1	-2.7
CN(C)CC#Cc1ccc([C@@H]2[C@@H](CO)N3CCCCN(C(=O)Cc4ccccn4)C[C@H]23)cc1	-3.4
C[C@@H]1CN([C@H](C)CO)C(=O)c2cc(/C=C/c3ccccc3)cnc2O[C@H]1CN(C)C(=O)c1cnccn1	8.7
Cc1ccc(S(=O)(=O)N(C)C[C@@H]2Oc3ccc(NC(=O)Cc4cn(C)c5ccccc45)cc3C(=O)N([C@@H](C)CO)C[C@@H]2C)cc1	-0.1
COc1cccc(S(=O)(=O)Nc2ccc3c(c2)C(=O)N(C)C[C@@H](OC)[C@@H](C)CN(Cc2ccccc2F)[C@@H](C)CO3)c1	-0.8
Cc1ccc(S(=O)(=O)N[C@H]2CC[C@@H](CC(=O)NCc3ccccc3F)O[C@H]2CO)cc1	-1.2
O=C(NCC(F)(F)F)[C@@H]1[C@@H](CO)[C@@H]2Cn3c(cccc3=O)[C@@H]2N1C(=O)C1CCC1	-1.7
COc1ccc(NC(=O)Nc2ccc3c(c2)C(=O)N([C@@H](C)CO)C[C@H](C)[C@@H](CN(C)S(=O)(=O)c2cccs2)OCCCC[C@H](C)O3)cc1	-2.3
COc1ccc(NC(=O)Nc2cccc3c2O[C@@H](CN(C)S(=O)(=O)c2ccc(Cl)cc2)[C@H](C)CN([C@@H](C)CO)C3=O)cc1	-2.0
C[C@H]1CN([C@@H](C)CO)C(=O)c2cc(C#Cc3ccc(F)cc3)cnc2O[C@@H]1CN(C)Cc1ccccn1	0.5
CO[C@@H]1CN(C)C(=O)c2ccc(NS(=O)(=O)c3cccc(F)c3)cc2OC[C@@H](C)NC[C@H]1C	-2.3
C[C@@H]1CN([C@H](C)CO)C(=O)c2cc(C#CCN(C)C)cnc2O[C@@H]1CN(C)Cc1ccncc1	-1.4
COC(=O)C[C@@H]1C[C@H]2c3cc(NC(=O)C4CCC4)ccc3O[C@H]2[C@H](CO)O1	1.1
COC(=O)C[C@H]1CC[C@@H]2[C@H](COc3ccc(NC(=O)Nc4cccc(C)c4)cc3C(=O)N2C)O1	-0.5
CCS(=O)(=O)Nc1ccc2c(c1)C(=O)N(C)C[C@@H](OC)[C@H](C)CN(C(=O)COC)[C@H](C)CO2	-1.6
CC(=O)N[C@@H]1CC[C@H](CCNC(=O)C2CCCC2)O[C@@H]1CO	2.4
C[C@H](CO)N1C[C@H](C)[C@H](CN(C)S(C)(=O)=O)Oc2ccc(NC(=O)Cn3cnnn3)cc2CC1=O	0.0
CNC[C@H]1Oc2ccc(NC(=O)NC(C)C)cc2CC(=O)N([C@H](C)CO)C[C@@H]1C	-0.9
C=CC[C@]1(C(=O)NCc2ccccc2)COC(c2ccc(OCCCO)cc2)=N1	1.2
O=C(C[C@H]1CC[C@@H]2[C@H](COC[C@H](O)CN2Cc2cocn2)O1)N[C@@H]1CCN(Cc2ccccc2)C1	0.3
CCCNC(=O)C[C@@H]1C[C@@H]2c3cc(NS(=O)(=O)c4ccc(F)cc4)ccc3O[C@@H]2[C@@H](CO)O1	-0.9
Cc1cc(C(=O)Nc2ccc3c(c2)C(=O)N(C)[C@@H]2CC[C@H](CC(=O)NCc4ccc(-c5ccccc5)cc4)O[C@H]2CO3)no1	-1.8
C[C@@H]1CCCCO[C@H](CN(C)C(=O)NC2CCCCC2)[C@H](C)CN([C@@H](C)CO)C(=O)c2cc(NC(=O)Nc3ccc4c(c3)OCO4)ccc2O1	-1.5
C[C@@H]1CCCCO[C@H](CN(C)C(=O)NC2CCCCC2)[C@H](C)CN([C@H](C)CO)C(=O)c2cc(NS(=O)(=O)c3ccccc3)ccc2O1	2.2
CN(C)CC(=O)Nc1ccc2c(c1)[C@H]1C[C@H](CC(=O)NCc3ccncc3)O[C@@H](CO)[C@H]1O2	-1.7
C[C@@H]1CN([C@H](C)CO)C(=O)Cc2cc(NS(=O)(=O)c3ccc(F)cc3)ccc2O[C@H]1CN(C)C(=O)Nc1ccc(C(F)(F)F)cc1	0.6
C[C@@H]1CCCCO[C@H](CN(C)Cc2ccc(C(F)(F)F)cc2)[C@@H](C)CN([C@H](C)CO)C(=O)c2cc(NC(=O)NC3CCCCC3)ccc2O1	1.0
CC(C)CC#Cc1ccc2c(c1)O[C@H](CN(C)C(=O)c1ccncc1)[C@H](C)CN([C@H](C)CO)S2(=O)=O	-0.9
C[C@@H]1CN([C@H](C)CO)C(=O)c2cc(N(C)C)ccc2O[C@@H]1CN(C)Cc1ccccc1	-1.1
C[C@@H]1CCCCO[C@@H](CN(C)S(=O)(=O)c2ccccc2)[C@@H](C)CN([C@@H](C)CO)C(=O)c2cc(NS(=O)(=O)c3cn(C)cn3)ccc2O1	-3.1
O=C(Nc1ccc2c(c1)[C@H]1C[C@H](CC(=O)N3CCOCC3)O[C@H](CO)[C@H]1O2)NC1CCCC1	-2.1
O=S(=O)(c1ccccc1)N1CCCCN2[C@H](C1)[C@H](c1ccc(-c3ccccc3)cc1)[C@@H]2CO	9.7
CCCN1[C@H](C(=O)N(C)C)[C@@H](CO)[C@@H]2Cn3c(ccc(-c4ccc(OC)cc4)c3=O)[C@@H]21	-0.1
CN1C(=O)c2cc(NC(=O)Cc3ccccc3)ccc2OC[C@@H]2O[C@@H](CC(=O)O)CC[C@@H]21	1.8
C[C@@H]1CN([C@@H](C)CO)S(=O)(=O)c2ccc(C#Cc3cccc(F)c3)cc2O[C@@H]1CN(C)S(=O)(=O)c1ccccc1F	-0.3
COCC(=O)Nc1ccc2c(c1)C(=O)N(C)C[C@@H](OC)[C@@H](C)CN(Cc1cc(F)ccc1F)[C@@H](C)CO2	-0.4
CNC[C@H]1Oc2ccc(NC(=O)Nc3ccc(OC)cc3)cc2C(=O)N([C@H](C)CO)C[C@@H]1C	5.3
C[C@H]1CN([C@@H](C)CO)C(=O)c2cc(NC(=O)Nc3ccc4c(c3)OCO4)ccc2O[C@H]1CN(C)S(=O)(=O)c1ccc(Cl)cc1	-2.8
COc1ccccc1CN1[C@@H]2Cn3c(ccc(C4=CCCC4)c3=O)[C@H]1[C@@H](C(=O)N(C)C)[C@@H]2CO	0.5
C/C=C/c1ccc([C@@H]2[C@@H](CO)N3CCCCN(C(=O)Cc4ccncc4)C[C@@H]23)cc1	2.4
C[C@@H]1CN([C@@H](C)CO)C(=O)Cc2cc(NC(=O)NC3CCCCC3)ccc2O[C@H]1CN(C)C	-1.6
C[C@H]1CN([C@@H](C)CO)C(=O)c2cccc(NC(=O)Nc3ccc(C(F)(F)F)cc3)c2O[C@H]1CN(C)Cc1ccccc1	-1.8
C[C@@H]1CN([C@H](C)CO)C(=O)c2cc(C#CC(C)(C)O)cnc2O[C@H]1CN(C)C(=O)C1CCCCC1	1.7
C[C@H](CO)N1C[C@H](C)[C@@H](CN(C)C(=O)Nc2cccc3ccccc23)Oc2ccc(NS(C)(=O)=O)cc2C1=O	-1.6
CNC(=O)C1=C[C@H](c2csc3ccccc23)C[C@H](OCCCCO)O1	-2.9
O=S(=O)(c1ccccc1)N1CCCCN2[C@H](CO)[C@@H](c3ccc(-c4cncnc4)cc3)[C@@H]2C1	-1.3
C[C@@H]1CN([C@H](C)CO)C(=O)c2cccc(NC(=O)c3cnccn3)c2O[C@H]1CN(C)Cc1ccncc1	-0.2
N#C[C@H]1[C@H](c2ccc(-c3ccccc3F)cc2)[C@H](CO)N1C(=O)Cc1ccccc1	-2.4
C[C@@H]1CN([C@@H](C)CO)C(=O)c2cc(-c3ccncc3)cnc2O[C@@H]1CN(C)C(=O)c1ccc(F)cc1	-9.8
O=C(c1ccccn1)N1C[C@@H]2[C@H](c3ccccc31)[C@@H](CO)N2C(=O)Nc1ccccc1Cl	3.5
C[C@@H]1CN([C@H](C)CO)C(=O)Cc2cc(NC(=O)Nc3ccc4c(c3)OCO4)ccc2O[C@H]1CN(C)C(=O)Nc1ccc(C(F)(F)F)cc1	-2.1
COCC(=O)Nc1ccc2c(c1)C(=O)N(C)C[C@@H](OC)[C@H](C)CN(C(=O)c1ccncc1)[C@@H](C)CO2	-1.4
C[C@@H]1CN([C@H](C)CO)C(=O)c2cc(NC(=O)Nc3ccc4c(c3)OCO4)ccc2O[C@@H](C)CCCCO[C@@H]1CN(C)S(=O)(=O)c1ccccc1	0.5
Cc1ccc(-c2ccc3c(c2)O[C@H](CN(C)CC2CC2)[C@H](C)CN([C@H](C)CO)S3(=O)=O)cc1	0.0
C[C@@H]1CCCCO[C@@H](CN(C)C(=O)c2ccccc2)[C@@H](C)CN([C@H](C)CO)C(=O)c2cc(NS(C)(=O)=O)ccc2O1	-0.5
Remaining list, next part:
SMILES	Mtb BioA inh
O=C(C[C@H]1C[C@@H]2c3cc(NC(=O)c4ccc5c(c4)OCO5)ccc3O[C@@H]2[C@H](CO)O1)NCc1ccccn1	-0.6
CC(C)NC(=O)N[C@@H]1C=C[C@@H](CC(=O)NCCCN(C)C)O[C@H]1CO	-4.6
CC(C)NC(=O)N(C)C[C@H]1Oc2ncc(C#CC3(O)CCCC3)cc2C(=O)N([C@H](C)CO)C[C@@H]1C	-1.1
C[C@@H]1CN([C@@H](C)CO)C(=O)c2cc(NS(=O)(=O)c3cn(C)cn3)ccc2O[C@H]1CN(C)C(=O)Nc1ccc(C(F)(F)F)cc1	-2.0
C[C@H](CO)N1C[C@H](C)[C@H](CN(C)C(=O)Nc2ccc(F)cc2)OCCCC[C@H](C)Oc2ccc(NC(=O)Cc3ccccc3)cc2C1=O	-2.6

Source: PubChem BioAssay

A portion of the library. The share of hits here may be higher or lower than overall.
